TRHR enhancer – TRH receptor (human) allosteric enhancement; TRHR cells, fluo-8 calcium fluorescence, EC20 TRH enhancement; enhancement, % at 2 µM; 0.66% of 360,000 active; in the data active means enhancement above about 30%; further: 0% is about no effect
Target sequence (P34981 whole entry, looked up): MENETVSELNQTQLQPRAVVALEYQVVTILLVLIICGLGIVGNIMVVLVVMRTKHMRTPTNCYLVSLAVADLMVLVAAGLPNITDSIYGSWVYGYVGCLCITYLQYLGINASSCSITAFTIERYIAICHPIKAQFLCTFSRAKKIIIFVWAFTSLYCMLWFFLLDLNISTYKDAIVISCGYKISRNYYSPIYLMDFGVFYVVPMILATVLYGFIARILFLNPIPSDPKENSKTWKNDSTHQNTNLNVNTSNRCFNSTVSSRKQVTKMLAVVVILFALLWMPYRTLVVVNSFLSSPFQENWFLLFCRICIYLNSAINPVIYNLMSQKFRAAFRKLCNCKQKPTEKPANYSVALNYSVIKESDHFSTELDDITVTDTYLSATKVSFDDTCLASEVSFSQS
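TRHR-expressing cells loaded with fluo-8 calcium dye were read kinetically (ex 480/em 530) during compound addition, then stimulated with an EC20 of TRH (10 nM final). Enhancement of the Gq-mediated intracellular calcium response was scored.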
RXFP1 agonist – agonists of human relaxin receptor RXFP1; Q9HBX9; Potency, µM (doses to about 57.5 µM), without a hit: at the highest dose activation, actives largely listed as activators; 0.3% of 370,000 active; HEK293T-RXFP1 cAMP TR-FRET, 30 min; response scale: percent of porcine relaxin response, buffer zero; further: potency means the concentration at half of the fitted maximal effect; on the % scale 0 is the no-effect control and ±100 the full control effect; nearly all actives have a fitted effect of over 60% in size; many of its hits are not listed in these tables
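HEK293 cells stably expressing RXFP1, treated 30 min at 37C with compounds plus PDE4 inhibitor Ro 20174; cAMP measured by HTRF TR-FRET. Normalized to buffer and 29 nM porcine relaxin; EC50 by Hill fit.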
Apoferritin bind – binds horse apoferritin like a general anesthetic; apoferritin/1-aminoanthracene competitive binding, fluorescence; 0.074% of 350,000 active; P02791; Potency, µM (titrated, usually from 77.5 µM), for the others: at the highest dose activity change, negative = displacement, usual class: inhibitors; further: potency means the concentration at half of the fitted maximal effect; on the % scale 0 is the no-effect control and ±100 the full control effect; nearly all actives have a fitted effect of over 20% in size
Target sequence (P02791 2-175 limits assumed): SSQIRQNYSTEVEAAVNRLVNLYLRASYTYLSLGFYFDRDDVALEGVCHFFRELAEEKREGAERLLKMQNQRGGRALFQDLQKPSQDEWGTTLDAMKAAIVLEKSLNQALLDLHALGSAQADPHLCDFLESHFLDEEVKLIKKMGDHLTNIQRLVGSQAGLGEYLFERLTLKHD
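Horse-spleen apoferritin (10 uM) in 50% saturated 1-aminoanthracene in PBS was incubated 10 min at room temperature with compound. Fluorescence (ex 380, em 535 nm) was normalized to free and bound 1-AMA, with concentration-response fitted by a four-parameter Hill equation.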
D1 potentiator – enhances dopamine response at the human D1 receptor. potentiation, % at 10 µM. 0.036% of 360,000 active. HEK293 TREx D1 cells, calcium flux, dopamine EC20 potentiation. P21728; in the data active means potentiation above about 30%; further: 0% is about no effect
D2 PAM – positive allosteric modulators of human D2 dopamine receptor; P14416; HEK293 T-REx D2, calcium flux, EC20 dopamine potentiation; potentiation, % at 10 µM; 0.34% of 340,000 active;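 active means potentiation over 3 SD above the plate norm, cut at about 30% in these data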; further: 0% is about no effect
Target sequence (P14416 whole entry, looked up): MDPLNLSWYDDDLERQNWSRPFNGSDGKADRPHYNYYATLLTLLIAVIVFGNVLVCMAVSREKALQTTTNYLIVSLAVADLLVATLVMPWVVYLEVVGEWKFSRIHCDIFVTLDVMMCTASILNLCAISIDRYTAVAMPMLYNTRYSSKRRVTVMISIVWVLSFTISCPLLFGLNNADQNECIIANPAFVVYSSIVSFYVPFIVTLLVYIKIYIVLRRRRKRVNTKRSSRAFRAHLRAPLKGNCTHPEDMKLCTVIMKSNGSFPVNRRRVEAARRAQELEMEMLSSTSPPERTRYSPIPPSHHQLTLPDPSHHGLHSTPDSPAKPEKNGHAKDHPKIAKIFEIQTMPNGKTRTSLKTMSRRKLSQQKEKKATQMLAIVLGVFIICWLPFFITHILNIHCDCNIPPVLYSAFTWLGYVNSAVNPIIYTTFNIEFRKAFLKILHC
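Potentiation of an EC20 dopamine calcium response is measured in a force-coupled, tetracycline-inducible Hek293 Trex D2 line. Compound-only kinetic reads over 180 s flag agonists before dopamine addition.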
D1 antagonist – human D1 dopamine receptor antagonism. 3.2% of 360,000 active. HEK293 TREx D1 cells, calcium flux, dopamine EC80; hits give low values. activity change, negative = inhibition, % at 10 µM. AID 504652. P21728; in the data active means activity change below about -30%; further: on the % scale 0 is the no-effect control and ±100 the full control effect
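Kinetic fluorescence of a calcium dye serves as the read-out. D1-expressing Hek293 Trex cells, induced overnight at 30 C, are exposed to compound for 180 s before an EC80 dopamine addition, then read 180 s further.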
RXFP1 antagonist – antagonists of human relaxin receptor RXFP1 | Q9HBX9 | HEK293-RXFP1, relaxin-stimulated cAMP HTRF, 30 min; hits give low values | activity change, negative = inhibition, % at 57.5 µM | 0.59% of 350,000 active | AID 1259400;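 active means activity change of -60% or lower, but not beyond a set lower limit; inconclusive means change between -60% and -40%, or beyond the set limit; inactive means change above -40%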; further: on the % scale 0 is the no-effect control and ±100 the full control effect
TRHR agonist – agonists of human TRH receptor | 0.18% of 360,000 active | P34981 | activation, % at 2 µM | TRHR cells, calcium flux fluo-8, FDSS agonist mode | AID 493084; in the data active means activation above about 30%; further: 0% is about no effect
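Steps: seed TRHR cells overnight; add fluo-8 no-wash Ca dye, RT 30 min–1.5 h; record 10 s baseline; pin-transfer compounds; monitor fluorescence 1 cycle/s for the agonist window. Calcium increases flag candidate agonists.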
D1 agonist – activates the human D1 dopamine receptor; P21728; HEK293 T-REx D1 cells, calcium flux, agonist mode; activation, % at 2 µM; 1% of 360,000 active; AID 504660; in the data active means activation above about 30%; further: 0% is about no effect
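Tetracycline-induced HEK293 TREx D1 cells, force-coupled to calcium signalling, were dye-loaded with a no-wash calcium kit. Compound was pin-added after a 10 s baseline. Fluorescence was read kinetically at 1 cycle/s for 180 s, with calcium rises flagged as agonism.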
* marks the source's active call; other numbers are inactive results; u = inconclusive; x = not tested or not shown; & = joins results of further samples; [ ] = dose if it differs, or a comment. Unless noted, the call rests on the fitted dose curve; in most records, active means well fitted curve in the direction sought with a large enough effect; inconclusive means small, poorly fitted or top-dose-only effect, or another doubt; inactive means no such curve, though single readings can be large; an effect the other way counts as inactive or inconclusive.

(1) O=C(O)COc1ccccc1/C=N/NC(=O)CSc1nc2ccccc2n1Cc1ccc(Cl)cc1
(2) CCn1nnc(NC(=O)c2cc(Cl)c(OC)c(Cl)c2)n1
(3) O=C(Nc1cccc2ncccc12)c1ccc([N+](=O)[O-])o1
(4) Cc1ccc2oc(-c3cc(NC(=O)c4ccco4)ccc3Cl)nc2c1
(5) Cc1oc(-c2ccccc2)nc1C(=O)OCC(=O)NC(C)c1ccccc1 (centres undefined)
(6) Cc1ccc(C(=O)NC2CCN(C(=O)Nc3ccc(F)cc3)CC2)cc1
(7) COc1ccc2c(c1)c1ncn(CCN3CCCC3)c(=O)c1n2C
(8) CCOC(=O)C(c1ccccc1)C(Nc1ccccc1)c1ccccn1 (centres undefined)

assay / entry	1	2	3	4	5	6	7	8
TRHR enhancer	-5	-2	20	28	8	-4	3	2
RXFP1 agonist	-0.3%	-0.1%	6.3%	-1.7%	-0.3%	1.3%	0.0%	-1.4%
RXFP1 antagonist	-2	-16	6	-33	-1	-15	-17	-8
Apoferritin bind	-1%	-8%	-1%	u	x	7%	-10%	5%
TRHR agonist	-0.1	-0.3	0.4	0.2	-1.1	-1.8	0.7	-2.3
D1 potentiator	-5	-8	-10	-1	10	-8	-1	-2
D1 antagonist	5	-3	-39*	-39*	-4	-2	4	1
D2 PAM	1	-10	x	-1	-13	-12	9	-4
D1 agonist	1	2	2	-2	0	0	0	3

(9) CCOC(=O)N1CCN(C(=O)c2ccc3c(c2)N(C)C(=O)/C(=C\c2ccc(OCC)c(OC)c2)S3)CC1
(10) CCN(CC)C(=O)c1[nH]cnc1C(=O)Nc1cccc(Cl)c1
(11) CCCCNC(=O)OCC(CC)NC(=O)OCC(C)C (centres undefined)
(12) O=C(CSc1nncn1-c1ccccc1)Nc1c(F)cccc1F
(13) CCOc1cc(/C=C2/C(=O)ON=C2C)ccc1OCc1ccccc1F
(14) COc1ccc(NC(=S)NCCc2c[nH]c3ccc(OC)cc23)c(OC)c1
(15) Cn1c(=O)c2c(-c3ccccc3)n3c(c2n(C)c1=O)C(c1cc(Cl)ccc1O)Nc1ccccc1-3 (centres undefined)
(16) Cc1c(Cl)ccc(S(=O)(=O)NCCCn2ccnc2)c1Cl

assay / entry	9	10	11	12	13	14	15	16
TRHR enhancer	13	0	1	8	1	-1	3	0
RXFP1 agonist	2.2%	-0.2%	2.6%	-0.5%	4.7%	0.9%	0.8%	1.5%
RXFP1 antagonist	10	x	-1	-5	-29	-7	-9	-2
Apoferritin bind	15%	x	-18%	-10%	-17%	-5%	0%	-19%
TRHR agonist	-1.0	0.0	-0.1	0.3	-0.9	-0.3	0.3	0.1
D1 potentiator	-10	-2	-2	-7	-1	-9	-2	-4
D1 antagonist	-18	x	-6	-2	-5	-19	9	-11
D2 PAM	-16	-22	3	13	-5	2	3	2
D1 agonist	3	-4	4	1	9	8	1	3

(17) COc1cc(/C=C2\N=C(c3ccccc3)NNC2=O)cc(OC)c1OC
(18) O=C(CCS(=O)(=O)c1nc(-c2ccc3c(c2)OCO3)cc(C(F)(F)F)n1)Nc1ccc(F)c(Cl)c1
(19) CCOC(=O)/C(C#N)=N/Nc1c(C)n(C)n(-c2ccccc2)c1=O
(20) CCOc1ccc2c(c1)NC(c1ccc(OCC)c(OCC)c1)=NC(c1ccc(F)cc1)=N2
(21) CC(=O)/C=C(/C)NC(Cc1c[nH]c2ccccc12)C(=O)O (centres undefined)
(22) Cc1ccc(S(=O)(=O)N2CCN(C)CC2)cc1C
(23) Cc1ccc(S(=O)(=O)n2nc(-c3ccco3)nc2SCc2ccccc2)cc1
(24) Cc1ccc(/C=C(\NC(=O)c2ccccc2)C(=O)NCCN2CCOCC2)o1

assay / entry	17	18	19	20	21	22	23	24
TRHR enhancer	-1	3	7	6	9&1	2	-1	-3
RXFP1 agonist	0.5%	9.8%	0.1%	-2.7%	-1.4%&-4.6%	0.6%	3.1%	6.0%
RXFP1 antagonist	-1	u	-6	-6	-1&-4	1	-10	-26
Apoferritin bind	-13%	52%[activator]	-14%	u	-10%&-5%	5%	u	-6%
TRHR agonist	0.3	0.0	-0.3	-0.7	0.4&-0.6	0.3	0.2	0.1
D1 potentiator	-4	-1	-1	1	0&-4	-3	0	0
D1 antagonist	-19	-6	2	-4	-16&-6	1	-28	7
D2 PAM	-8	x	2	7	-6&3	11	-5	x
D1 agonist	3	5	5	-1	2&3	1	9	4

(25) Cc1cccc(N2C(=O)C(O)=C(C(=O)c3cccs3)C2c2cccc(Oc3ccccc3)c2)n1 (centres undefined)
(26) C(=N\Nc1ncnc2ccccc12)/c1ccccc1
(27) Cc1cc(C)cc(NC(=O)CS(=O)(=O)c2ccccc2)c1
(28) NS(=O)(=O)OCCCc1ccccc1
(29) CCCCn1c(=O)c(-[n+]2ccccc2)c([O-])c2ccccc21
(30) COc1cc(/C=C/c2nc(C#N)c(NC3CCCCC3)o2)cc(OC)c1OC
(31) O=C(NNC(=O)c1ccncc1)Nc1ccc([N+](=O)[O-])cc1
(32) Cc1cc(NN)nc(NS(=O)(=O)c2ccccc2)n1

assay / entry	25	26	27	28	29	30	31	32
TRHR enhancer	-5	-11	-5	1	0	0	-2	-7
RXFP1 agonist	u	0.4%	0.9%	-0.1%	0.1%	15%	1.9%	0.4%
RXFP1 antagonist	-14	-11	0	x	-3	8	7	-4
Apoferritin bind	-1%	-10%	-4%	u	-2%	454%[activator]	-5%	u
TRHR agonist	0.5	-0.5	-2.0	0.4	0.5	-2.7	0.6	-1.2
D1 potentiator	1	1	-11	-3	-3	0	8	-4
D1 antagonist	-4	6	-8	-37*	5	-3	-21	-13
D2 PAM	-8	-6	1	-5	-3	3	-3	13
D1 agonist	1	0	1	1	2	1	9	1

(33) Cc1cc(C)c2c(=O)cc(C(=O)NCc3ccccc3)oc2c1
(34) CN(C)S(=O)(=O)c1ccc2c(c1)nc(CCC(=O)Nc1ccc3c(c1)OCO3)n2C
(35) CCCCn1c(COc2cccc(OC)c2)nc2ccccc21
(36) CN(C(=O)CSc1ncnc2sccc12)C1CCS(=O)(=O)C1 (centres undefined)
(37) COc1ccc(N2CCN(S(=O)(=O)c3ccc4c(c3)NC(=O)CS4)CC2)cc1
(38) Cc1ccc(-c2ccc(/C=C3\SC(N4CCOCC4)=NC3=O)o2)cc1
(39) CC1(C)CC(=O)C(Sc2ccccc2C(=O)O)=C(O)C1
(40) Cn1nc(-c2ccc(Cl)cc2)c2cc(C(=O)N3CCCC3)sc21

assay / entry	33	34	35	36	37	38	39	40
TRHR enhancer	8	-2	-5	2	1	1	4	1
RXFP1 agonist	-0.8%	0.7%	-1.3%	6.2%	-1.5%	-0.1%	-1.0%	0.2%
RXFP1 antagonist	-6	0	-11	-1	-6	-32	4	x
Apoferritin bind	-17%	-16%	6%	x	-14%	-20%	-6%	-10%
TRHR agonist	-0.8	0.6	-0.7	-0.3	0.4	2.2	0.0	-0.6
D1 potentiator	-6	5	2	3	7	0	-6	5
D1 antagonist	2	-4	-11	-26	-16	24	-3	6
D2 PAM	0	3	-4	20	3	-6	7	-6
D1 agonist	7	0	1	1	5	9	4	1

(41) CCOC(=O)CSc1c(-c2cccs2)[nH]c2ccccc12
(42) Cc1ccc2nc(-c3cccc(N)c3)[nH]c2c1
(43) CCC(C)NC(=O)c1cn(CCOC)c(=O)c2c1c1ccccc1n2C (centres undefined)
(44) COc1ccc(Nc2ncnc3c2cnn3-c2cc(Cl)ccc2C)cc1OC
(45) CCSc1ncc(Cl)c(C(=O)Nc2nc3ccc(OC)cc3s2)n1
(46) CCCN1CCN(CCCNC(=O)Cn2nc(CC)n3c(cc4occc43)c2=O)CC1
(47) CCOC(=O)c1cnc(-n2nc(C)cc2C)nc1NCCc1ccccc1
(48) CC(C)(C)C(=O)NCCN1C(=O)S/C(=C\c2ccc([N+](=O)[O-])cc2)C1=O
(49) COCCNS(=O)(=O)c1ccc(-c2ccc(C)cc2)cc1

assay / entry	41	42	43	44	45	46	47	48	49
TRHR enhancer	1	-3	-14	0	15	-2	-4	13	-1
RXFP1 agonist	0.7%	0.0%	-1.8%	-1.1%	-1.4%	3.9%	-1.1%	3.4%	1.4%
RXFP1 antagonist	-11	-11	0	-13	0	x	-23	-5	6
Apoferritin bind	-12%	-13%	-5%	-2%	3%	35%[activator]	u	-11%	-12%
TRHR agonist	4.8	0.0	0.2	-1.1	1.7	-0.9	0.6	0.6	-0.4
D1 potentiator	-14	0	-9	-3	-1	-3	-3	-6	-7
D1 antagonist	-18	-4	-10	-6	7	-17	0	-9	-7
D2 PAM	-10	-8	-3	17	-10	15	-1	-9	-7
D1 agonist	8	-1	0	-4	-2	3	2	14	7

One compound at a time (already shown). Screens in order: TRHR enhancer | RXFP1 agonist | RXFP1 antagonist | Apoferritin bind | TRHR agonist | D1 potentiator | D1 antagonist | D2 PAM | D1 agonist
Listed for CCCN1CCN(CCCNC(=O)Cn2nc(CC)n3c(cc4occc43)c2=O)CC1 : -2 | 3.9% | x | 35%[activator] | -0.9 | -3 | -17 | 15 | 3
Listed for CC(C)(C)C(=O)NCCN1C(=O)S/C(=C\c2ccc([N+](=O)[O-])cc2)C1=O : 13 | 3.4% | -5 | -11% | 0.6 | -6 | -9 | -9 | 14

Exported in markdown: part of the list above
| no. | Molecule | TRHR enhancer | RXFP1 agonist | RXFP1 antagonist | Apoferritin bind | TRHR agonist | D1 potentiator | D1 antagonist | D2 PAM | D1 agonist |
| --- | --- | --- | --- | --- | --- | --- | --- | --- | --- | --- |
| 33 | Cc1cc(C)c2c(=O)cc(C(=O)NCc3ccccc3)oc2c1 | 8 | -0.8% | -6 | -17% | -0.8 | -6 | 2 | 0 | 7 |
| 1 | O=C(O)COc1ccccc1/C=N/NC(=O)CSc1nc2ccccc2n1Cc1ccc(Cl)cc1 | -5 | -0.3% | -2 | -1% | -0.1 | -5 | 5 | 1 | 1 |
| 22 | Cc1ccc(S(=O)(=O)N2CCN(C)CC2)cc1C | 2 | 0.6% | 1 | 5% | 0.3 | -3 | 1 | 11 | 1 |

Not all compounds are listed; rates above refer to the full screens.
